Source: PubChem BioAssay
BoNT F protease: BoNT/F light chain protease inhibitors, primary screen, biochemical, flow cytometry, MLPCN library. inhibition, % at 10 µM. hit rate 0.22% among 360,000. Multiplex microsphere protease cleavage assay; in the data active = inhibition above about 35%, passing the limit was not always enough; inconclusive = no clear call, values can overlap the other calls; note: plate controls were buffer without enzyme for full effect and enzyme alone for no effect
TcdB inh: TcdB glycohydrolase inhibitors, primary screen, biochemical, single point, plate reader | Toxin B (Clostridioides difficile), P18177 | TcdB glycohydrolase enzymatic assay | inhibition, % at 9.99 µM | hit rate 0.24% among 350,000; in the data active = inhibition above about 10%
Target sequence (P18177 whole entry, looked up): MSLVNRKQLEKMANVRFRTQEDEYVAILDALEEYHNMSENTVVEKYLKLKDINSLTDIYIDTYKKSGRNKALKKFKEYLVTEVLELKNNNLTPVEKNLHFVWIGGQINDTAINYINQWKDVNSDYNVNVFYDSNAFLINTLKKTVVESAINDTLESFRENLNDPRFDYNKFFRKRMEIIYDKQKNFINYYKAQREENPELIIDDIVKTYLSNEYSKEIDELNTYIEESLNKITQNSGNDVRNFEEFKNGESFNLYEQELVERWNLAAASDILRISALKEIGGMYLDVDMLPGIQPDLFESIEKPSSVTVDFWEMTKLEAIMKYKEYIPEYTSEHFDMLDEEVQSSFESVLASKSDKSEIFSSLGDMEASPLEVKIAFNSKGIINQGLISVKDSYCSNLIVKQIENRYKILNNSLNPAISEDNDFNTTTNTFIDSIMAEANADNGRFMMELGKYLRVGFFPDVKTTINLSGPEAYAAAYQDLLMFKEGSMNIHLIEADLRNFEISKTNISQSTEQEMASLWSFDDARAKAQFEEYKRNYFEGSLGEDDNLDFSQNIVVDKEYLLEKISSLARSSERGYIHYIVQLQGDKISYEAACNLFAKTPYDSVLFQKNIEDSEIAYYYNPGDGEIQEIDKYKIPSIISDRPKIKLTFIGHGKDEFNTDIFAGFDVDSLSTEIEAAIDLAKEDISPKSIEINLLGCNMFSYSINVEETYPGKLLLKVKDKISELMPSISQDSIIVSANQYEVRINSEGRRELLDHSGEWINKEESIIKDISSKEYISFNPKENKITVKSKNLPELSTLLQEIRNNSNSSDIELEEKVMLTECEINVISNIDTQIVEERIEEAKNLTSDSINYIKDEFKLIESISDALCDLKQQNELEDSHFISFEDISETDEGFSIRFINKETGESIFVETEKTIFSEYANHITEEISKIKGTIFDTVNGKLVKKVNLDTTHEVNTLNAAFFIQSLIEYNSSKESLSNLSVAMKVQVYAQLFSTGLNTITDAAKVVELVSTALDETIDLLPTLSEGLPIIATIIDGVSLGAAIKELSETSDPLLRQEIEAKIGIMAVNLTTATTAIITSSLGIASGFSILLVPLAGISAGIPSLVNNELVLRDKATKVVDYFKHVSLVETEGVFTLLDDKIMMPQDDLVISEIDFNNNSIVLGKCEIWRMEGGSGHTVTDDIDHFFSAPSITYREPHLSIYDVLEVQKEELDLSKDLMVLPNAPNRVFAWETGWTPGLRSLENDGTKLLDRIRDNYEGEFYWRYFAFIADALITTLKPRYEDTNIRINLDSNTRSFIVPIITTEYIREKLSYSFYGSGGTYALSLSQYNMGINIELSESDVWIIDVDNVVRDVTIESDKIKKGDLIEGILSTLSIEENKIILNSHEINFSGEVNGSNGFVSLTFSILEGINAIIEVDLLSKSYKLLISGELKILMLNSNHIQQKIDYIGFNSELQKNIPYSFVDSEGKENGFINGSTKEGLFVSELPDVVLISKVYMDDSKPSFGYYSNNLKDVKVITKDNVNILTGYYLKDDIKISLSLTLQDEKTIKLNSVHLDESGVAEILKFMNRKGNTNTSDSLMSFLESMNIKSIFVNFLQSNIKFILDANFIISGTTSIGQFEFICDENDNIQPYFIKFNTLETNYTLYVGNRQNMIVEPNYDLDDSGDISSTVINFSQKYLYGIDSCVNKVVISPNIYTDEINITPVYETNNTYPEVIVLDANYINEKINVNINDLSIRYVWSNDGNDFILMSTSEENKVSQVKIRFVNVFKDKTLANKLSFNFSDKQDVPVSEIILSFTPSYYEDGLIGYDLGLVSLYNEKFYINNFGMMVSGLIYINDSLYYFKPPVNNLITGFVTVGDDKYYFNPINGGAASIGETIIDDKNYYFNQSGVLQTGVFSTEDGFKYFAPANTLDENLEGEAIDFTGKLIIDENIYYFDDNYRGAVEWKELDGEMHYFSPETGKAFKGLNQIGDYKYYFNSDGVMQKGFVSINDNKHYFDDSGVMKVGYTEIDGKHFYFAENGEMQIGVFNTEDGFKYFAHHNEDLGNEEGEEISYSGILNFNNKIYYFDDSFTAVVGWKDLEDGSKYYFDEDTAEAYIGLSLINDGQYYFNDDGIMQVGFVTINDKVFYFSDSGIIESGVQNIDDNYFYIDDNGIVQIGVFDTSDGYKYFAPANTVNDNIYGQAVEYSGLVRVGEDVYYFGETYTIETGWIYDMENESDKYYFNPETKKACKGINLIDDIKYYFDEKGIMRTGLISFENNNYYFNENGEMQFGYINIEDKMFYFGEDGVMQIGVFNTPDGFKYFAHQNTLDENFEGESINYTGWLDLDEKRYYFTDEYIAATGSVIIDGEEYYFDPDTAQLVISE
BoNT A protease: BoNT/A light chain protease inhibitors, primary screen, biochemical, flow cytometry, MLPCN library | hit rate 0.17% among 360,000 | inhibition, % at 10 µM | multiplex microsphere protease substrate cleavage; note: plate controls were buffer without enzyme for full effect and enzyme alone for no effect
Anthrax LF prot: Bacillus anthracis LF protease inhibitors, primary screen, biochemical, multiplex microsphere, MLPCN library | Lethal factor (Bacillus anthracis), P15917 | hit rate 0.12% among 360,000 | inhibition, % at 10 µM | multiplex microsphere protease cleavage assay | AID 588501, 2011; note: plate controls were buffer without enzyme for full effect and enzyme alone for no effect
PrPC surface inh: inhibitors of human cell surface prion protein PrPC, primary screen, cell-based, TR-FRET; TR-FRET read-out; inhibition, % at 13.8 µM; hit rate 0.43% among 370,000; in the data active = inhibition above about 24%; note: 0% = median of the test wells and 100% = reference compound wells
Y pestis TopoI: Yersinia pestis topoisomerase I inhibitors, primary screen, biochemical, cleavage product accumulation, plate reader, single point; Y. pestis Topo-I cleavage product accumulation; DNA topoisomerase I (Yersinia pestis CO92); hit rate 0.064% among 360,000; activity, % at 10 µM; in the data active = activity above about 50%, passing the limit was not always enough; inconclusive = no clear call, values can overlap the other calls; note: inactives centre near 2
FadD28 binding: inhibitors of FadD28 bisubstrate probe binding, primary screen, biochemical, fluorescence polarization, single point; hit rate 0.22% among 360,000; AID 588549, 2011; Mycobacterium tuberculosis FadD28 fatty-acid-AMP ligase; inhibition, % at 12.5 µM; in the data active = inhibition above about 8.5%, passing the limit was not always enough; inconclusive = no clear call, values can overlap the other calls
PfHsp40 yeast: rescue of yeast from PfHsp40 toxicity, primary screen, S. cerevisiae, ATP luminescence. AID 504582, 2011. S. cerevisiae expressing PfHsp40, growth rescue. growth rescue, % at 12.5 µM. hit rate 0.68% among 340,000; in the data active = growth rescue above about 28%, passing the limit was not always enough; inconclusive = no clear call, values can overlap the other calls;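 note: yeast W303a lacking pdr1 and pdr3 grown in galactose medium; growth measured after three days at 30 °C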
CCHF vOTU inh: CCHFV vOTU protease inhibitors, primary screen, biochemical, Pep-AMC substrate, fluorescence; hit rate 0.55% among 370,000; inhibition, % at 11.5 µM; AID 651958, 2012; Crimean-Congo hemorrhagic fever virus L polyprotein viral ovarian tumor (vOTU) protease …; in the data active = inhibition above about 30%; note: 0% = vehicle wells with enzyme and 100% = no enzyme wells
* hit, by the source's call; ? = inconclusive; · = not tested or not shown. Cut-off read from the data, not from the text of the source, unless noted: active = inhibition above about 30%; inconclusive = no clear call, values can overlap the other calls; inactive = below that.

SMILES | BoNT F protease | TcdB inh | BoNT A protease | Anthrax LF prot | PrPC surface inh | Y pestis TopoI | FadD28 binding | PfHsp40 yeast | CCHF vOTU inh
Nc1c(Br)cc2oc(-c3ccccc3)nc2c1Br | 27 | · | 2.6 | 0 | 7 | -1 | 0.2 | 0.0 | -10
CCOC(=O)c1cc(-c2ccco2)nn1-c1ccc(C)cc1 | 7 | 0.9 | 2.1 | 3 | -3 | -1 | 0.6 | 0.9 | -3
N#Cc1cnn2c(C(F)(F)F)c3c(nc12)CCCC3 | -3 | -0.7 | -0.4 | 3 | -2 | 8 | -1.4 | 0.7 | -1
CN(Cc1ccccc1)S(=O)(=O)c1ccc(Cl)c(C(=O)OCC(=O)NC2CCS(=O)(=O)C2)c1 (configuration not stated) | · | 5.3 | · | · | -1 | 16 | -2.5 | 24 | -2
Cc1ccc(Cn2ccc(NC(=O)c3cc(-c4ccco4)on3)n2)cc1 | 5 | 0.4 | 5.8 | -6 | -2 | 0 | -0.3 | -0.3 | -6
Cc1ccc(C(=O)CCC(=O)OCc2nnc(-c3ccccc3)o2)cc1 | ? | 2.2 | 0.7 | 2 | -2 | 17 | -2.6 | 1.6 | 8
OC(c1ccc(F)cc1)c1ncc(-c2ccccc2F)[nH]1 (configuration not stated) | -6 | 1.2 | -0.4 | 0 | -1 | -12 | -3.2 | · | 10
O=C(O)CC(NS(=O)(=O)c1ccc(Br)cc1)c1ccco1 (configuration not stated) | 16 | · | 2.3 | -1 | -4 | 7 | 0.5 | -1.3 | -12
COCCn1cnnc1SCC(=O)Nc1ccc(Br)cc1F | -5 | 2.0 | 0.7 | 10 | 9 | 5 | -0.8 | 1.1 | 8
Cc1ccc(C2(O)CC(C)N(C)CC2C)cc1 (configuration not stated) | 1 | · | -0.9 | -2 | -6 | -6 | -0.9 | 0.7 | 0
N#CCCN(C(=O)COC(=O)CCN=C1NS(=O)(=O)c2ccccc21)c1ccc(F)cc1 | 11 | 0.5 | 1.9 | 5 | -3 | -6 | -3.1 | -0.5 | -10
COc1cc(/C=N/NC(=O)C2COc3ccccc3O2)ccc1O (configuration not stated) | -1 | 14* | -0.6 | 1 | 1 | 2 | -5.2 | -1.0 | 7
O=C(NCCN1C(=O)S/C(=C\c2ccc(Cl)c([N+](=O)[O-])c2)C1=O)C1=COCCO1 | -9 | 0.2 | -1.5 | 1 | -19 | 8 | -2.7 | 1.5 | -4
O=C(O)c1cccc(NC(=O)c2cn(-c3ccccc3)nc2-c2cc3ccccc3o2)c1 | 2 | 1.2 | -0.3 | -4 | 6 | 13 | -2.2 | 1.3 | 7
Nc1nonc1-n1nnc(C(=O)N/N=C/c2ccncc2)c1CSc1ccc(Cl)cc1 | 0 | 1.4 | -0.9 | 0 | 5 | -6 | -0.6 | 1.1 | -10
CCOC(=O)C1=C(N)OC(C)=C(C#N)C1c1ccco1 (configuration not stated) | -7 | 0.1 | -1.8 | -2 | 7 | -4 | 1.6 | 0.0 | 0
O=c1[nH]nc(SCc2nnc(-c3cccc(Cl)c3)o2)n1C1CCCCC1 | ? | 0.0 | ? | -3 | 5 | 7 | -0.8 | 0.0 | 1
COc1ccc(/C=N/NC(=O)C2C(C=C(Cl)Cl)C2(C)C)c(OC)c1 (configuration not stated) | -4 | -0.7 | -1.0 | 3 | 2 | -5 | -6.3 | -2.3 | 11
O=C(CCc1nc2ccccc2c(=O)[nH]1)NNC(=O)c1cccc(Cl)c1 | -4 | 1.6 | -1.6 | 10 | -5 | 2 | -3.0 | 0.9 | -8
COc1ccc(CNC(=O)COC(=O)c2ccc3ccccc3n2)cc1 | 11 | 0.0 | -2.8 | -1 | -5 | 9 | -3.9 | 6.6 | 10
COC(=O)CCC(C)C1CCC2C3C(OC(C)=O)CC4CC(O)CCC4(C)C3CC(O)C12C (configuration not stated) | 2 | 3.0 | 0.1 | -7 | 0 | 21 | -2.4 | · | 16
Cc1c(OCC(=O)NCCCN2CCCC2=O)ccc2c3c(c(=O)oc12)CCC3 | -1 | 1.4 | -0.5 | -4 | 1 | 0 | -3.5 | 0.8 | 0
Nc1ccccc1C(=O)NN=Cc1cccnc1 | -2 | 0.8 | 0.3 | 6 | -1 | · | -0.7 | · | -7
Cc1ncc(S(=O)(=O)c2ccc(Cl)cc2)c(N)n1 | ? | · | -4.3 | 8 | 1 | -6 | 0.3 | 2.9 | -1
CCN(CC)C(=O)C1CCCN(C(=O)Nc2ccc(NC(=O)N3CCCC(C(=O)N(CC)CC)C3)cc2)C1 (configuration not stated) | -3 | · | -0.2 | 0 | 4 | 15 | 0.4 | 0.0 | -1
More structures:
SMILES | BoNT F protease | TcdB inh | BoNT A protease | Anthrax LF prot | PrPC surface inh | Y pestis TopoI | FadD28 binding | PfHsp40 yeast | CCHF vOTU inh
O=C(CSc1ncnc2c1oc1ccccc12)NCc1ccco1 | -24 | · | -8.6 | -18 | 9 | 2 | -4.6 | -0.2 | -5
Oc1ccc(Cl)cc1C=NCCc1ccccc1 | 1 | 0.1 | 0.5 | -5 | 1 | 4 | 0.4 | 0.1 | -1
Cc1csc2c(SCC(=O)NNC(=O)C(Cl)Cl)ncnc12 | -2 | -0.2 | -1.2 | 3 | -6 | 5 | -2.7 | 0.0 | -2
CCOc1cc(Br)c(C=O)cc1OCC | 2 | 1.4 | -0.5 | 0 | -2 | 0 | 1.7 | -1.1 | 9
CC(=O)N1c2c(cc(Br)cc2S(=O)(=O)NCc2ccc3c(c2)OCO3)CC1C (configuration not stated) | -11 | · | -1.3 | 0 | 5 | 6 | -3.3 | -0.6 | 2
COC1CCCCC1Nc1ccc(C)c(C)c1 (configuration not stated) | -8 | 0.8 | -0.3 | 2 | 3 | 5 | 1.2 | 0.5 | 1
O=C(O)c1cccc(S(=O)(=O)Nc2ccccc2Cc2ccccc2)c1 | -1 | 0.6 | 1.6 | -1 | 5 | 7 | -3.0 | -0.1 | 4
Cc1nc(NCCCN2CCOCC2)c2cnn(-c3ccccc3)c2n1 | -2 | -3.9 | -0.4 | 7 | 4 | 5 | -5.0 | -0.9 | 11
CCOc1cc(/C=N/NC(=O)c2cc(C)n(-c3ccc(F)cc3)c2C)ccc1O | 4 | 0.6 | 1.1 | -2 | -11 | -3 | 1.2 | -1.5 | 11
CCOC(=O)/C(C#N)=C/c1cc2ccccc2nc1N1CCCCC1 | 10 | 0.8 | 31* | 12 | 7 | -2 | -1.2 | 1.0 | -2
Cc1cc(NC(=O)c2cccc(S(=O)(=O)N3CCCC3)c2)no1 | 3 | · | -0.9 | -4 | -1 | 4 | 0.1 | -0.2 | -19
CC1CCN(Cc2c(C(=O)N/N=C/c3ccccc3O)nnn2-c2nonc2N)CC1 | -2 | 1.5 | -2.1 | -2 | -2 | 14 | -2.0 | 2.3 | 1
CC1(C)c2[nH]c3ccccc3c2C[C@@H]2C(=O)N(Cc3ccc(F)cc3)C(=O)N21 | -2 | -0.3 | 0.0 | 2 | -1 | -6 | 2.3 | 8.8 | -2
Fc1nc(F)c(F)c(NCCCNc2c(F)c(F)nc(F)c2F)c1F | -11 | 0.5 | -0.8 | -3 | 7 | 7 | -3.2 | 3.6 | 5
O=C(O)CCc1ccc(-c2ccc(Cl)cc2)n1CCC(=O)O | -4 | -2.0 | -0.1 | -1 | 10 | 7 | -0.2 | 0.3 | -4
CC1=Nc2cc(C(=O)NCCCOC(C)C)ccc2Sc2ccccc21 | -4 | 0.2 | 0.1 | 0 | 3 | 14 | 0.5 | -0.6 | 0
CNC(=S)NNC(=O)c1cccn(Cc2ccccc2)c1=O | -1 | 1.5 | -0.2 | -6 | 10 | 6 | 1.0 | -0.8 | -8
Cc1cccc(C(=O)Nc2cccnc2Cl)c1 | -160 | 1.6 | 66* | -25 | 3 | 2 | -1.3 | -0.9 | -8
CS(=O)(=O)c1ccc(Cl)c(NC(=O)COC(=O)C23CC4CC(CC(C4)C2)C3)c1 | 10 | 0.9 | 5.3 | 10 | 0 | 25 | -1.0 | 2.0 | -21
N#CC1(P(=O)(c2ccccc2)c2ccccc2)CCCC1 | 19 | 1.3 | -2.3 | 3 | -1 | 1 | -0.6 | -0.2 | -13
Cc1cccc(C(=O)OCC(=O)NC(C)CCc2ccccc2)c1 (configuration not stated) | -9 | 1.5 | -0.9 | -2 | 2 | 30 | 0.1 | 3.7 | 8
Cc1nn(Cc2ccc(F)cc2)c(C)c1NC(=O)c1cccnc1Cl | -3 | · | -0.3 | 1 | 9 | -7 | -2.8 | -0.8 | -10
O=C(COc1ccc2oc(-c3ccccc3)cc(=O)c2c1)Nc1ccccc1 | -4 | · | -0.3 | -1 | 4 | -6 | -2.9 | -0.8 | -1
S=C(NCc1ccc(Cl)cc1)Nc1ccc(Cl)cc1Cl | -6 | 0.6 | -0.5 | 2 | -1 | 10 | 1.6 | -0.9 | -3
Cc1cc(C)nc(SCCCNCc2c(F)cccc2Cl)n1 | 6 | 0.5 | -1.6 | -1 | 4 | 6 | -3.4 | -2.1 | 5

Exported with values under each structure: entries from further up.
Sequence of screens: BoNT F protease	TcdB inh	BoNT A protease	Anthrax LF prot	PrPC surface inh	Y pestis TopoI	FadD28 binding	PfHsp40 yeast	CCHF vOTU inh
- CCOc1cc(Br)c(C=O)cc1OCC
  2	1.4	-0.5	0	-2	0	1.7	-1.1	9
- CC(=O)N1c2c(cc(Br)cc2S(=O)(=O)NCc2ccc3c(c2)OCO3)CC1C (configuration not stated)
  -11	·	-1.3	0	5	6	-3.3	-0.6	2
- COC1CCCCC1Nc1ccc(C)c(C)c1 (configuration not stated)
  -8	0.8	-0.3	2	3	5	1.2	0.5	1
- O=C(O)c1cccc(S(=O)(=O)Nc2ccccc2Cc2ccccc2)c1
  -1	0.6	1.6	-1	5	7	-3.0	-0.1	4

(further entries)
SMILES | BoNT F protease | TcdB inh | BoNT A protease | Anthrax LF prot | PrPC surface inh | Y pestis TopoI | FadD28 binding | PfHsp40 yeast | CCHF vOTU inh
O=C(Cn1ccnc1[N+](=O)[O-])NCc1ccccc1 | -6 | 1.2 | -0.3 | 9 | -6 | -2 | -1.1 | -1.8 | 1
COc1ccc(N2C(=O)CSC2c2cccc(F)c2)c(OC)c1 (configuration not stated) | 1 | · | 1.0 | 3 | -3 | -1 | -3.2 | 0.2 | -4
Cc1cccc(C)c1NC(=O)C(C)N1CCCC1 (configuration not stated) | -16 | -0.5 | -0.7 | 16 | 1 | -3 | -1.7 | 1.6 | 3
Cc1c(-c2ccccc2)sc(N)c1C(=O)N1CCOCC1 | -28 | · | -0.4 | -5 | 1 | 8 | 0.5 | -0.6 | 4
FC(F)(F)c1ccc(/C=N/n2c(COc3ccccc3)n[nH]c2=S)cc1 | -4 | 0.2 | -2.2 | 3 | -1 | 21 | -0.2 | -0.2 | 16
O=c1[nH]nc(Cc2ccc(Cl)cc2Cl)c2ccccc12 | 4 | · | 0.2 | 0 | 1 | 29 | -1.9 | 0.4 | 6
CN1CCN(C(=O)C2CCC(CNS(=O)(=O)c3cccc4cccnc34)CC2)CC1 (configuration not stated) | -2 | 0.5 | -1.2 | -3 | -1 | 3 | -1.4 | -1.5 | -12
CN(C)CCCNC(=S)NCCNc1nc2cc3c(cc2cc1C#N)OCO3 | 0 | 0.8 | 1.3 | -4 | -20 | -2 | -2.2 | -0.7 | -18
O=C(CN1C(=O)c2ccccc2S1(=O)=O)Nc1ncccn1 | ? | 2.3 | -1.1 | -1 | 2 | -9 | -3.5 | -0.2 | -4

Structures from the list above with two or more sulfur atoms (2):
SMILES | BoNT F protease | TcdB inh | BoNT A protease | Anthrax LF prot | PrPC surface inh | Y pestis TopoI | FadD28 binding | PfHsp40 yeast | CCHF vOTU inh
CN(Cc1ccccc1)S(=O)(=O)c1ccc(Cl)c(C(=O)OCC(=O)NC2CCS(=O)(=O)C2)c1 (configuration not stated) | · | 5.3 | · | · | -1 | 16 | -2.5 | 24 | -2
Cc1csc2c(SCC(=O)NNC(=O)C(Cl)Cl)ncnc12 | -2 | -0.2 | -1.2 | 3 | -6 | 5 | -2.7 | 0.0 | -2
